CHT block: inhibits the human high affinity choline transporter; CHT-expressing cells, membrane potential dye, choline response; active compounds read low; B-score at 10 µM; actives 0.86% (n = 310,000); AID 488975;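 active = B-score over 3 SD under the library average, and starting fluorescence ratio not unusually high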;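 note: choline stimulus applied at its EC90 after an EC20 pre-addition; B-score computed on integrated fluorescence ratio after choline addition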
Target sequence (Q9GZV3 whole entry, looked up): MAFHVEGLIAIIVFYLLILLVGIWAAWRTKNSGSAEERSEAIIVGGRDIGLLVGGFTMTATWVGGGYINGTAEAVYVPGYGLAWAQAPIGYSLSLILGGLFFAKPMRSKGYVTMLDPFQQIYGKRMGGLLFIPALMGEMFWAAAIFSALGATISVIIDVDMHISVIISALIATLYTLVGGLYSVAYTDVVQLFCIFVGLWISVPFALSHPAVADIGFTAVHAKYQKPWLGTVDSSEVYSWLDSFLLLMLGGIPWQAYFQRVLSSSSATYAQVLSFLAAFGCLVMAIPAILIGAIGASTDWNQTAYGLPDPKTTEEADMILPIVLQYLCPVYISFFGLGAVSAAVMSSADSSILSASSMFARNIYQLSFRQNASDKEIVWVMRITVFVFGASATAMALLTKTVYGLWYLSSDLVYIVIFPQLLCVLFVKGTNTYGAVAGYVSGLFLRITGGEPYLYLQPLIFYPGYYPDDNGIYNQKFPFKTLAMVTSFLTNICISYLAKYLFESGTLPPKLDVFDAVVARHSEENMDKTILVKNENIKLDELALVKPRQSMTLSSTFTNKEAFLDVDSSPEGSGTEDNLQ
CHT allo act: human CHT allosteric activation; CHT-expressing cells, membrane potential dye, choline EC20; active compounds read high; LV-AA mutant CHT in HEK293 cells; B-score at 10 µM; actives 0.49% (n = 310,000); Q9GZV3;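 active = initial fluorescence not abnormally high and integrated response B-score, plate-corrected, over 3 SD above library mean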
Starred values were filed as active, the others as inactive; i = inactive.

SMILES | CHT block | CHT allo act
CCOC(=O)C1CCN(CC(O)COCc2ccccc2)CC1 (stereo not given) | i | i
COc1ccc(NCc2nnc(SCCN3CCCCC3)n2-c2ccc(C)cc2)cc1 | i | i
Cc1ccc(CN(C(=O)c2ccccc2[N+](=O)[O-])C2CCS(=O)(=O)C2)o1 (stereo not given) | i | i
CC(C)CCn1c(=O)c2ccccc2n2c(CN(C)Cc3ccccc3)nnc12 | i | i
O=C(O)CCCCCNS(=O)(=O)c1cccc2nsnc12 | i | i
O=C(Cn1nc(-c2ccccc2)ccc1=O)Nc1ccc(N2CCN(C(=O)c3ccccc3)CC2)cc1 | i | i
COc1ccccc1-c1cc(C(=O)NC2CCCC2)no1 | i | i
COC(=O)c1nc(NC(=O)c2cc(OC)c(OC)c(OC)c2)n[nH]1 | i | i
COc1ccc(OC(C)C(=O)Nc2cccc(OC)c2)cc1 (stereo not given) | i | i
Cc1ccc(-n2c(-c3ccc(Cl)cc3Cl)n[nH]c2=S)cc1 | i | i
Cc1cccc(N2CCN(C(c3ccccc3)c3nnnn3CC3CCCO3)CC2)c1C (stereo not given) | i | i
O=c1nc2n(Cc3ccccc3)c3ccccc3cc-2c(=O)[nH]1 | i | i
CC(C)C(c1nnnn1Cc1ccc2c(c1)OCO2)N1CCN(c2ccccc2)CC1 (stereo not given) | i | i
COc1ccc(CCNC(=O)CSc2nc(-c3ccco3)cc(C(F)(F)F)n2)cc1OC | i | i
COc1ccc(OCc2nn3c(-c4ccco4)nnc3s2)cc1 | i | i
CC(=O)N1CCN(c2nc3ccc(Br)cc3s2)CC1 | i | i
COc1ccc(C(=O)N(CCCO)C(C)C(=O)NC2CCCCC2)cc1OC (stereo not given) | i | i
COc1ccc(C(=S)N2CCC(C(N)=O)CC2)cc1Br | i | i
CCOc1cc(C(=O)Nc2ccncc2)cc(OCC)c1OCC | i | i
Cc1ccc(N2NC(=O)/C(=C\c3cc4c(cc3[N+](=O)[O-])OCO4)C2=O)cc1C | -5* | i
C=CCNC(=S)N1CCN(c2cc3c(cc2F)c(=O)c(C(=O)O)cn3CC)CC1 | i | i
O=c1c2c(nc3c(-c4ccc(Cl)cc4)c[nH]n13)CCCC2 | i | i
CCn1c(SCc2nc3ccccc3[nH]2)nnc1-c1cccnc1 | i | i
CC12CCC(=O)N1C(C(=O)Nc1cccc(S(=O)(=O)N3CCCCCC3)c1)CS2 (stereo not given) | i | i
O=C(CCNC(=O)c1ccco1)Nc1ccc(C(F)(F)F)cc1 | i | i
COc1ccc(-c2nnc(SCc3nnc(-c4cccs4)o3)n2CC2CCCO2)cc1 (stereo not given) | i | i
O=CN1CCN(C2CC(=O)N(c3ccc(Br)cc3)C2=O)CC1 (stereo not given) | i | i
COc1ccc(NS(=O)(=O)c2cn(C)c(=O)n(C)c2=O)c(OC)c1 | i | i
O=C(N[C@@H](Cc1ccccc1)C(=O)OCc1ccccc1)c1nc[nH]c1C(=O)N1CCN(c2ccccc2)CC1 | i | i
Cn1c(SCC(=O)NCc2ccc(F)cc2)nc2ccccc21 | i | i
Fc1ccc(-c2n[nH]c(=S)n2CC2CCCO2)cc1 (stereo not given) | i | i
COc1ccc(-c2c(C)nn3c(-c4ccccc4)cc(C)nc23)cc1 | i | i
O=C1C=C(Nc2ccccc2)C(=O)c2ccccc21 | i | i
COc1ccc(N(CC(=O)NC2CC3CCC2C3)S(=O)(=O)c2ccc(C)cc2)cc1OC (stereo not given) | i | i
COc1ccc(-c2ocnc2C(=O)NCc2nn(-c3ccccc3)nc2C)cc1 | i | i
COC(=O)c1ccc(-n2nnnc2SCC(=O)N2CCCCC2)cc1 | i | i
COc1c(F)c(F)c(C(=O)Nc2ccc(N3CCN(C(C)=O)CC3)c(Cl)c2)c(F)c1F | i | i
C#CC(C)OC(=O)C(C)NC(=O)c1ccccc1 (stereo not given) | i | i
Cc1cccnc1NC(=O)c1ccc(Cl)c(S(=O)(=O)N2CCCCCC2)c1 | i | i
CCOc1cccc2cc(C(=O)NCc3ccc(Cl)cc3)c(=N)oc12 | i | i
CCCCn1c(N)c(N(Cc2ccccc2OC)C(=O)C(C)C)c(=O)[nH]c1=O | i | i
COCCn1c(SCc2nc3ccccc3c(=O)[nH]2)nnc1-c1ccncc1 | i | i
CN1CCN(S(=O)(=O)c2ccc(NC(=O)C3CCCCC3)cc2)CC1 | i | i
CC1CCCCN1c1nnc(N)s1 (stereo not given) | i | i
COc1ccccc1N1CCN(CCCNc2c(C)c(=O)n(C)c(=O)n2C)CC1 | i | i
Nn1c(SCC(=O)Nc2ccc3c(c2)OCCO3)nnc1-c1cccnc1 | i | i
NC(=O)c1ccc(NC(=O)COC(=O)CCCN2C(=O)c3cccc4cccc(c34)C2=O)cc1 | i | i
COc1cc(S(=O)(=O)NCc2ccccc2)ccc1-n1cnnn1 | i | i
CCS(=O)(=O)N1Cc2ccccc2CC1C(=O)Nc1nc2ccc(C)cc2s1 (stereo not given) | i | i
CS(=O)(=O)N(Cc1nc2sc3c(c2c(=O)[nH]1)CCCC3)C1CCCCC1 | i | i

(listing goes on)
SMILES | CHT block | CHT allo act
CCCNc1nc2c(c(=O)n(C)c(=O)n2C)n1CCCc1ccccc1 | i | i
COc1cccc(CN2CCSCC2)c1 | i | i
C/C=C(/C)C(=O)Nc1cccc(C2=NOC3(C2)C[C@@H](C(N)=O)N(C(=O)CC)C3)c1 (stereo not given in full) | i | i
COc1ccc(CNCCC2(C(C)C)CCOC(C)(C)C2)cc1 (stereo not given) | i | i
CC1(CCc2ccccc2)NC(=O)N(CC(=O)Nc2ccc(S(N)(=O)=O)cc2)C1=O (stereo not given) | i | i
Cc1onc(-c2ccccc2)c1C(=O)N1CCCC(C(F)(F)F)C1 (stereo not given) | i | i
Cc1ccc2c3c(cccc13)-c1ccccc1C2=O | i | i
CC(C)(C)CC(C)(C)NCC(O)COc1ccc2c(c1)CCC2 (stereo not given) | i | i
COc1cc(C)nc(NC(=O)NC(=O)c2ccc(C(F)(F)F)cc2)n1 | i | i
CCCn1ncc(CN2CCC(Oc3ccc(C(=O)N4CCCC4)cc3)CC2)c1C | i | i
COCCNC(=S)N1CCC(c2nc(-c3ccc(N(C)C)cc3)no2)CC1 | i | i
O=C(c1nn(Cc2ccccc2)c(=O)c2ccccc12)N1CCN(C/C=C/c2ccccc2)CC1 | i | i
COc1ccc(C(=O)NCCNC(C)=O)cc1S(=O)(=O)NCc1ccc(Cl)cc1 | i | i
Cc1c(C)c2c(OCC(=O)O)cc3c(c2oc1=O)CCC(C)(C)O3 | i | i
COc1ccc(C=Nc2cccnc2N)cc1 | i | i
O=C1C(Oc2ccccc2)C(c2ccc3c(c2)OCO3)N1CCc1ccc(F)cc1 (stereo not given) | i | i
O=C(Nc1sc2c(c1C(=O)NCc1ccco1)CCCC2)c1ccc2c(c1)OCO2 | i | i
COc1cc(NC(=O)CN(C)S(=O)(=O)c2ccc3c(c2)CC(C)N3C(C)=O)cc(OC)c1OC (stereo not given) | i | i
COc1ccc(NC(=O)C2CCCN2S(=O)(=O)c2cccc3cccnc23)cc1OC (stereo not given) | i | i
COC(=O)c1ccc(/C=C/C(=O)c2ccc(OC)c(OC)c2)cc1 | i | i
CCCC(=O)Nc1ccc(C(=O)NNC(=O)c2ccccc2Br)cc1 | i | i
O=C(NCCCn1ccnc1)C(=O)c1c[nH]c2ccccc12 | i | i
COc1cccc(/C=N/NC(N)=S)c1OS(=O)(=O)c1ccccc1 | i | i
Cc1ccc(CNC(=O)c2nnn(CC(=O)Nc3cc(C)cc(C)c3)c2N)cc1 | i | i
Cc1cnc(C(=O)OC(C)C(=O)NC2CCCc3ccccc32)cn1 (stereo not given) | i | i
CC1CCN(C(=O)CSc2nnc(N)s2)CC1 | i | i
CCc1ccc([C@@H]2CC=C(C(=O)O)[C@H](c3ccccc3)N2S(=O)(=O)c2ccc(C)cc2)cc1 | i | i
C#CCNC(=O)C1=C[C@@H](c2ccc(C(F)(F)F)cc2)C[C@@H](OCc2ccc(CO)cc2)O1 | i | i
CCC(=O)NCCc1nc2cc(NC(=O)c3ccc(F)cc3)ccc2n1C | i | i
[O-][n+]1c2ccccc2cc2ccccc21 | i | i
c1ccn(-c2ncnc3sc4c(c23)CCCC4)c1 | i | i
Cc1ccc(-n2c(SCC(=O)NC3CCS(=O)(=O)C3)nc3ccccc3c2=O)cc1 (stereo not given) | i | i
COCCCNC(=O)c1ccc2c(=O)n(CC3CCCO3)c(=S)[nH]c2c1 (stereo not given) | i | i
CS(=O)(=O)c1ccc2nc(NC(=O)c3ccc(=O)[nH]c3)sc2c1 | i | i
Cc1cc(NC(=O)c2cc(-c3ccc(C)c(C)c3)nc3ccccc23)no1 | i | i
COc1cc(NC(=O)CCC(=O)c2cccs2)cc(OC)c1 | i | i
Cc1ccc(/C(=C\CN2CCCC2)c2ccccn2)cc1 | i | i
O=C(Nc1ccc(N2CCOCC2)c2nonc12)C1CCCC1 | i | i
CCOc1cc(-c2noc(CCC(=O)NCCc3ccccc3)n2)ccc1OC | i | i
NC(=O)NN=C1C2CCCC1C(c1ccccc1)NC2c1ccccc1 (stereo not given) | i | i
Cc1nc2nc[nH]n2c(=O)c1NS(C)(=O)=O | i | i
O=C(c1cncc(Br)c1)N1CCN(S(=O)(=O)c2ccccc2)CC1 | i | i
CCC(=O)N1c2ccccc2[C@@H](N(C(C)=O)c2ccccc2)C[C@H]1C | i | i
CCOc1ccccc1OCC(=O)N/N=C(\C)Cc1ccc(OC)cc1 | i | i
O=C1NC(=O)C(c2cccs2)(c2cccs2)N1 | i | i
COc1ccc(/C=N/Nc2nc3ccccc3c(=O)[nH]2)cc1 | i | i
Cn1c(CC(=O)Nc2ccccc2)n[nH]c1=S | i | i
COC(=O)c1ccccc1NC(=O)CSc1nncn1C | i | i
Cc1cc(C)c(OCC(=O)Nc2ccccc2N2CCOCC2)c(C)c1 | i | i
NC(=O)CC(NC(=O)Cc1cccc2ccccc12)c1ccc(NCCc2cccc(F)c2)c([N+](=O)[O-])c1 (stereo not given) | i | i

Already shown: 21 of the compounds above.
SMILES | CHT block | CHT allo act
[O-][n+]1c2ccccc2cc2ccccc21 | i | i
c1ccn(-c2ncnc3sc4c(c23)CCCC4)c1 | i | i
Cc1ccc(-n2c(SCC(=O)NC3CCS(=O)(=O)C3)nc3ccccc3c2=O)cc1 (stereo not given) | i | i
COCCCNC(=O)c1ccc2c(=O)n(CC3CCCO3)c(=S)[nH]c2c1 (stereo not given) | i | i
CS(=O)(=O)c1ccc2nc(NC(=O)c3ccc(=O)[nH]c3)sc2c1 | i | i
Cc1cc(NC(=O)c2cc(-c3ccc(C)c(C)c3)nc3ccccc23)no1 | i | i
COc1cc(NC(=O)CCC(=O)c2cccs2)cc(OC)c1 | i | i
Cc1ccc(/C(=C\CN2CCCC2)c2ccccn2)cc1 | i | i
O=C(Nc1ccc(N2CCOCC2)c2nonc12)C1CCCC1 | i | i
CCOc1cc(-c2noc(CCC(=O)NCCc3ccccc3)n2)ccc1OC | i | i
NC(=O)NN=C1C2CCCC1C(c1ccccc1)NC2c1ccccc1 (stereo not given) | i | i
Cc1nc2nc[nH]n2c(=O)c1NS(C)(=O)=O | i | i
O=C(c1cncc(Br)c1)N1CCN(S(=O)(=O)c2ccccc2)CC1 | i | i
CCC(=O)N1c2ccccc2[C@@H](N(C(C)=O)c2ccccc2)C[C@H]1C | i | i
CCOc1ccccc1OCC(=O)N/N=C(\C)Cc1ccc(OC)cc1 | i | i
O=C1NC(=O)C(c2cccs2)(c2cccs2)N1 | i | i
COc1ccc(/C=N/Nc2nc3ccccc3c(=O)[nH]2)cc1 | i | i
Cn1c(CC(=O)Nc2ccccc2)n[nH]c1=S | i | i
COC(=O)c1ccccc1NC(=O)CSc1nncn1C | i | i
Cc1cc(C)c(OCC(=O)Nc2ccccc2N2CCOCC2)c(C)c1 | i | i
NC(=O)CC(NC(=O)Cc1cccc2ccccc12)c1ccc(NCCc2cccc(F)c2)c([N+](=O)[O-])c1 (stereo not given) | i | i

Continuation.
SMILES | CHT block | CHT allo act
NS(=O)(=O)c1ccc(NC(=O)CSc2nnc(COc3ccccc3Cl)n2C2CC2)cc1 | i | i
CC(NC(=O)CN1C(=O)NC(Cc2ccccc2)(Cc2ccccc2)C1=O)C12CC3CC(CC(C3)C1)C2 (stereo not given) | i | i
COc1cc(CN2CCN(c3cccc(C)c3C)CC2)cc(Br)c1O | i | i
CCOc1ccccc1OCCn1ncc2ccc(OC)c(OC)c2c1=O | i | i
CC(C)OCCCNc1nc2c([nH]1)c(=O)n(C)c(=O)n2C | i | i
COc1ccccc1N1C(=O)CC(N2CCN(c3ccc(Cl)cc3)CC2)C1=O (stereo not given) | i | i
C=CCOc1ccc(C=Nc2cccc(Cl)c2)c(O)c1 | i | i
O=C(CSc1ncccn1)N1CCc2ccccc2C1 | i | i
COc1ccc(CCN2CC(C(=O)NCCc3ccccn3)CCC2=O)cc1 (stereo not given) | i | i
CCC(C)(C)n1nnnc1C(c1ccc(C)cc1)N1CCN(Cc2cccnc2)CC1 (stereo not given) | i | i
Cc1cccc(NC(=O)c2ccc(NCC3CCCO3)c([N+](=O)[O-])c2)n1 (stereo not given) | i | i
O=C(CSc1nccn(-c2ccc(Br)cc2)c1=O)NCc1ccccc1 | i | i
CCCn1c(CNC(=O)Cc2ccccc2)nc2ccccc21 | i | i
COc1ccc(OC)c(NC(=S)NCc2ccc(S(N)(=O)=O)cc2)c1 | i | i
Cc1ccc(C(=O)C2=C(O)C(=O)N(Cc3cccnc3)C2c2ccc(N(C)C)cc2)o1 (stereo not given) | i | i
CCNc1c(NS(=O)(=O)c2ccc(OC)c(Cl)c2)c(=O)oc2ccccc12 | i | i
COc1ccc(S(=O)(=O)N(CC(=O)NCc2ccncc2)c2cc(C)cc(C)c2)cc1OC | i | i
CCOC(=O)c1cc(-c2ccccc2)nn1CCC#N | i | i
Cc1ccc(NC(=O)Nc2cc(S(=O)(=O)N(C)C)ccc2C)cc1 | i | i
CCOC(=O)c1c(C)[nH]c(C(=O)COC(=O)COc2ccccc2C)c1C | i | i
